NR2E3 ag-1: agonists of human NR2E3 nuclear receptor. AID 602229. Q9Y5X4. actives 0.35% (n = 360,000). inhibition of corepressor binding, % at 3.98 µM. CHO-S Gal4-NCOR/VP16-NR2E3 two-hybrid, luciferase;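 active = inhibition above the mean of all tested compounds plus 3 SD, cut at about 70% in these data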;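 also: 0% = DMSO with NR2E3 transfected cells and 100% = cells lacking NR2E3 construct; higher means lower luciferase signal from less NR2E3 corepressor binding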
Target sequence (Q9Y5X4 whole entry, looked up, the tested form may be a part): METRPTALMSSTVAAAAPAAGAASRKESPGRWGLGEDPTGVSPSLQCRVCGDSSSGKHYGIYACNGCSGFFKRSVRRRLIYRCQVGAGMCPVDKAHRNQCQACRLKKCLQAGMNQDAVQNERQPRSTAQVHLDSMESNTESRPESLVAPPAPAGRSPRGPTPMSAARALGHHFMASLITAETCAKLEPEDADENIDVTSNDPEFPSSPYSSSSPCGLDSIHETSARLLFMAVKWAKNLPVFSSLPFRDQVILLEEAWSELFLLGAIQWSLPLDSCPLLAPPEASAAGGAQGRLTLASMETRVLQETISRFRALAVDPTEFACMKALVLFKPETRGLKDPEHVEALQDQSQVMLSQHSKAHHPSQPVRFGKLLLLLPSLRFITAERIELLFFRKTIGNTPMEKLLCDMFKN
NR2E3 ag-2: activates human photoreceptor nuclear receptor NR2E3; Q9Y5X4; GST-NR2E3/biotin-RetCOR TR-FRET, 1536-well; inhibition of corepressor binding, % at 4.78 µM; actives 0.12% (n = 320,000); AID 2300;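 active = percent inhibition above the cutoff of mean plus 3 SD of all tested compounds, set per screening campaign, cut at about 20% in these data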;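 also: 0% = DMSO wells and 100% = biotin wells as full block of FRET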
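System: GST-NR2E3 and biotin-RetCOR proteins; probe or stimulus: 7 nM biotin-RetCOR; doses: compound at 4.8 µM, single dose; schedule: Compound–protein incubation for 5 h at 4 °C; detection: time-resolved FRET; read-out: percent inhibition; controls: biotin wells as high control, 0.6% DMSO wells as low control; format: 1536-well plates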
aDG glyco act: alpha-DG glycosylation activation. AID 624168. activation, % at 10 µM. actives 0.22% (n = 360,000). Pro5-aDG cells, alpha-DG glycosylation AlphaScreen (IIH6); 0% Pro5, 100% B10-LARGE cell signal;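 active = activation of at least 8% versus controls, or a plate z-score of at least 8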;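 also: Pro5 are CHO cells carrying HIG-tagged alpha-DG that lacks glycosylation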
Granule exo inh: lytic granule exocytosis inhibition. TALL-104 LAMP-1 surface exposure, flow cytometry; cells stimulated with thapsigargin and PMA. inhibition, % at 10 µM. actives 0.66% (n = 360,000);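 active = inhibition above about 55%, limit read from the data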
hiPSC survival: hiPSC single-cell survival enhancement | survival enhancement, % at 20 µM | ATPlite luminescence; 100% = ROCK inhibitor wells, 0% = DMSO | AID 602274 | actives 0.044% (n = 360,000); in the data active = survival enhancement above about 18%;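 also: cells exposed to compounds for 16 hours before the ATP read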
HIF-2a inh: blocks HIF-2a reporter activity; 786-0 RCC cells HIF-2a reporter, luciferase luminescence, overnight; inhibition, % at 18.8 µM; actives 0.72% (n = 360,000);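 active = inhibition of the luminescence signal of 40% or more relative to plate controls, in a single-dose primary screen at 18.75 µM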
Peg3 promoter: reduces Peg3 promoter-driven luciferase expression in HeLa; inhibition, % at 20 µM; actives 1.7% (n = 360,000); HeLa PEG-Prom luciferase reporter, luminescence, overnight;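 active = inhibition of at least 50% at 20 µM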
MITF TRPM1 inh: inhibitors of MITF-driven TRPM1 promoter in melanoma cells; inhibition, % at 12.5 µM; AID 488899; SK-MEL-5 TRPM1 promoter luciferase, 24 h; actives 0.83% (n = 330,000);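 active = mean inhibition across replicates of 60% or more, whatever share of single replicates reaches that level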; also: values of inactives mirror those of a sister screen read the other way
CaV13 FRET inh: Primary screen for inhibitors of IQ motif and Ca2+-dependent inactivation inhibitor domain binding in CACNA1D, Förster resonance energy transfer in living cells, … | HEK cells, CFP/YFP FRET ICDI-IQ, plate reader, 10 min; percent FRET-ratio fall versus neutral wells | inhibition, % at 12.3 µM | actives 0.098% (n = 340,000);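 active = mean replicate inhibition of at least 30% and at least 1% of replicates passing that level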;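 also: 0% = median of the neutral control wells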
Vif imaging: HIV Vif inhibition; AID 602346; inhibition, % at 7.49 µM; HEK293T cells, Vif self-association by quenched fluorescence, imaging, 24 h; actives 0.35% (n = 340,000); in the data active = inhibition above about 50%, passing the limit was not always enough; also: some results filed as inactive read as strong as hits
PDI inh: blocks human protein disulfide isomerase activity. inhibition, % at 10 µM. PDI insulin aggregation turbidity, A650, 90 min. P07237. actives 0.052% (n = 350,000);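 active = mean inhibition across replicates of 30% or more, whatever share of single replicates reach that level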;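 also: absorbance from insulin aggregation driven by PDI reduction with DTT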
Target sequence (P07237 whole entry, looked up): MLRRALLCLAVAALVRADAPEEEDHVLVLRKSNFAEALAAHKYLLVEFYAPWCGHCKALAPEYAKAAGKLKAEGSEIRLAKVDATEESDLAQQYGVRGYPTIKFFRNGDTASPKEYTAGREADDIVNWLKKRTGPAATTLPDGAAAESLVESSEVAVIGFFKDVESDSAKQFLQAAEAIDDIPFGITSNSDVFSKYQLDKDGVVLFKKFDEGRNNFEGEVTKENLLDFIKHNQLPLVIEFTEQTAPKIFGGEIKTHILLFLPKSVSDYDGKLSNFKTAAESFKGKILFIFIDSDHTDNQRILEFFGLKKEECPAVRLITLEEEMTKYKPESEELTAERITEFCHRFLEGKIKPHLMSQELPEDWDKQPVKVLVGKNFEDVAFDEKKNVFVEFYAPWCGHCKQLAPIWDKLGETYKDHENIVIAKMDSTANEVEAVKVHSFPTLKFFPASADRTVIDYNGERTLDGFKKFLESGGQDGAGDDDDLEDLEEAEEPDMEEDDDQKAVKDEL
Active calls of the source: *; / = no result given. Compounds as they come (roughly 3.5% active in at least one column).

structure | NR2E3 ag-1 | NR2E3 ag-2 | aDG glyco act | Granule exo inh | hiPSC survival | HIF-2a inh | Peg3 promoter | MITF TRPM1 inh | CaV13 FRET inh | Vif imaging | PDI inh
COc1ccccc1N1CCN(Cc2cc(=O)c(OCC(=O)NC(C)C)co2)CC1 | -2 | 2 | 0.0 | 0 | -0.3 | -1 | 12 | -5 | -5 | 7 | 9
CCCCC(c1nnnn1C(C)C)N1CCN(C(=O)c2ccco2)CC1 (configuration not stated) | 2 | 2 | 0.0 | 0 | 0.0 | 2 | 6 | 5 | -7 | 4 | 8
Cc1ccc(S(=O)(=O)NNC(=O)NC23CC4CC(CC(C4)C2)C3)cc1 | -8 | -2 | 0.2 | -3 | -2.0 | 17 | 28 | -2 | -5 | 1 | -5
O=c1c2cc([N+](=O)[O-])ccc2nc2n1CCCC2 | -61 | 3 | 0.0 | 5 | 1.5 | 17 | 1 | -8 | -13 | 1 | 10
O=C(Nc1cccc(-n2cnnn2)c1)C1CCCN(Cc2cccc(C(F)(F)F)c2)C1 (configuration not stated) | 22 | / | 0.2 | -14 | 0.0 | 18 | 13 | 4 | / | 9 | 4
COCCCN(C(=O)c1cc2c(s1)CCC2)c1c(N)n(Cc2ccccc2)c(=O)[nH]c1=O | -1 | 0 | -0.4 | 0 | -1.5 | 24 | 8 | -12 | -5 | 2 | 2
O=C(Nc1ccc(S(=O)(=O)N2CCN(Cc3ccccc3)CC2)cc1)c1cnccn1 | 61 | 3 | 6.5 | 0 | 3.3 | 17 | 5 | 19 | -5 | -12 | 7
CCCCC1=CC2=CC(=O)C(C)(OC(=O)CC)C(=O)C2=CN1C1CCCCC1 (configuration not stated) | 3 | 2 | 0.1 | 0 | 0.8 | 0 | 4 | 7 | -10 | 4 | 1
COc1nnc(-c2ccc(C)c(S(=O)(=O)N(C)C)c2)c2ccccc12 | -22 | / | 0.0 | 1 | 0.6 | 17 | 14 | 7 | -4 | -8 | -3
Cc1c(NC(=O)C(C)c2ccc(CC(C)C)cc2)c(=O)n(-c2ccccc2)n1C (configuration not stated) | 24 | 0 | 0.1 | -1 | -1.9 | 16 | 2 | 9 | -5 | -6 | 10
O=C(NCCCN1CCCC1)c1ccc(CS(=O)(=O)c2ccc(Br)cc2)o1 | 1 | 4 | 0.0 | 0 | 0.4 | 4 | -5 | -3 | -11 | -3 | /
O=C1OC(c2cccs2)=N/C1=C/c1ccc(-c2cccc(C(=O)O)c2)o1 | -48 | / | -0.3 | -2 | 1.2 | -1 | 4 | 2 | -6 | 6 | 0
CCC1(C)Cc2ccccc2C(Nc2c(C)n(C)n(-c3ccccc3)c2=O)=N1 (configuration not stated) | -15 | 2 | 1.0 | -5 | 4.5 | 13 | -1 | -7 | -5 | 2 | 2
COc1ccc(NC(=O)N(C)C[C@H]2Oc3c(NC(=O)C4CCCCC4)cccc3C(=O)N([C@H](C)CO)C[C@@H]2C)cc1 | -2 | / | -0.1 | 3 | -1.7 | -2 | 2 | 10 | -5 | 4 | 0
NS(=O)(=O)c1cccc(NC(=O)c2ccc(NS(=O)(=O)c3cccc([N+](=O)[O-])c3)cc2)c1 | -3 | / | -0.1 | 1 | -2.3 | 7 | 2 | -8 | -10 | 3 | -7
Oc1ccc(/C=N/Nc2nc(N3CCCC3)nc(N3CCCC3)n2)cc1O | -2 | -2 | -0.4 | 0 | 0.3 | 6 | 10 | 21 | -4 | 9 | 11
CCCCC(=O)Nc1ccc2c(c1)nc(CCNC(=O)c1ccco1)n2C | -2 | -2 | -0.2 | -3 | -0.6 | -48 | -43 | -2 | -2 | 6 | 2
COc1ccc(/C=C/C(=O)OCC(=O)N(C)c2c(N)n(Cc3ccccc3)c(=O)[nH]c2=O)cc1OC | -14 | / | -0.1 | -4 | 1.9 | 3 | 5 | 3 | -5 | -1 | 3
Cc1cc(C(=O)Nc2c[nH]c(=O)[nH]c2=O)ccc1[N+](=O)[O-] | -22 | -1 | 0.5 | 2 | -1.4 | 16 | -2 | -2 | -18 | -3 | 9
CCn1nc(NC(=O)c2ccco2)c2cc3ccccc3nc21 | 7 | 0 | 0.1 | -1 | 4.3 | -63 | 15 | -1 | -7 | -3 | -3
O=C(O)CCN1CCOCC1 | -1 | 4 | -0.1 | -1 | 9.8 | 7 | 20 | -9 | / | -2 | -5
O=C(O)c1cccnc1C(=O)c1ccccc1 | -20 | -4 | 0.0 | 0 | 0.1 | 12 | 0 | -5 | -19 | -1 | 26
CC1CC(C)C(=O)C(C(CC2CC(=O)NC(=O)C2)OC(=O)CC(=O)c2ccccc2)C1 (configuration not stated) | 90* | / | 0.0 | -2 | 4.7 | 27 | 81* | 55 | -5 | 9 | 8
CC(=O)c1ccc(OC(C)C(=O)OCC(=O)NCCc2ccccc2)cc1 (configuration not stated) | -10 | -3 | 0.2 | 3 | -0.5 | 8 | 3 | / | -4 | 3 | 3
CS(=O)(=O)N(CC(=O)N1CCCC1)Cc1ccc(Cl)cc1 | -6 | 0 | 0.1 | 17 | -0.9 | 15 | 5 | -3 | -14 | -3 | -4
CCOC(=O)c1cc(-c2ccccc2)sc1NC(=O)C(C)OC(=O)c1cccc(S(=O)(=O)N(C)C)c1 (configuration not stated) | -15 | 2 | -0.1 | -4 | -0.7 | 15 | -7 | -4 | -6 | 1 | 6
CCC(=O)N1CCc2cc(S(=O)(=O)CCC(=O)Nc3nc(C)cs3)ccc21 | 6 | -1 | 0.1 | 2 | 3.4 | 11 | 11 | 5 | -4 | -10 | 11
CS(=O)(=O)c1ccc(Cl)c(S(=O)(=O)NCc2ccccc2)c1 | -9 | 1 | -0.1 | 0 | -2.2 | 13 | 6 | 9 | -11 | / | -1
CN(CC(=O)Nc1ccccc1Cl)C(=O)COC(=O)Cc1c(F)cccc1Cl | -7 | -1 | 0.2 | -2 | -0.3 | 13 | 5 | -4 | / | 11 | -8
CCN(CC)S(=O)(=O)c1ccc2[nH]c(=O)cc(C(=O)N(C)C3CCS(=O)(=O)C3)c2c1 (configuration not stated) | -13 | 3 | 0.4 | 7 | -0.3 | 2 | 2 | -6 | -7 | -2 | 5
O=C(Nc1ccc2ccccc2c1)c1cccc2ccccc12 | -52 | / | 0.4 | 0 | -2.5 | -207 | -72 | -32 | -5 | 6 | -3
C=CCOc1cccc(CNc2ccc3[nH]c(=O)[nH]c3c2)c1 | 8 | -2 | 0.5 | -14 | 0.7 | -7 | 4 | 7 | -4 | 4 | -4
CCN(CC)C(=O)CSc1nc(C)cc(C)c1C#N | -27 | 0 | 0.0 | -2 | 7.3 | 9 | 0 | -6 | 11 | 6 | -6
C#CCOCCOCCOCCNc1nc(N2CCN(C(=O)[C@H](CCCN=C(N)N)n3cc(C(N)[C@@H](C)CC)nn3)CC2)nc(N2CCN(C(=O)[C@H](CCC(=O)O)n3cc([C@@H](N)[C@H](C)CC)nn3)CC2)n1 (some centres not stated) | -6 | / | -0.1 | -7 | 1.3 | 2 | -18 | 6 | -6 | / | -1
Cc1ccc(NC(=S)N(CCN(C)C)C(C)c2ccco2)c(C)c1 (configuration not stated) | -27 | 1 | 0.1 | 6 | -0.4 | 14 | -10 | 4 | -4 | 1 | 6
CCOC(=O)Cn1cc(C#N)c2cccc(CC)c21 | 12 | 2 | -0.9 | 10 | 4.8 | 16 | 11 | -1 | -5 | 0 | 0
CC(O)CN1C(=O)C(CC(=O)Nc2ccc(Cl)cc2)SC1=Nc1ccccc1 (configuration not stated) | -23 | 8 | 1.1 | -1 | -1.8 | 20 | 30 | 7 | / | 0 | 5
CCOc1ccc(-c2nc(CN3CCCC(C(=O)N4CCOCC4)C3)c(C)o2)cc1 (configuration not stated) | -52 | 0 | 0.5 | 3 | 0.3 | -40 | -11 | 7 | -6 | 11 | 2
O=C(NNc1cc(C(F)(F)F)ccc1Cl)c1ccc(=O)[nH]c1 | -10 | 2 | -0.1 | -5 | -0.4 | 17 | -6 | 0 | -5 | 7 | -5
Cc1ccc(N2C(SCC(=O)O)=NC(=Nc3cccc(C)c3)C23CCCC3)cc1 | -18 | 0 | 0.2 | -1 | 0.2 | 15 | -14 | -1 | -4 | / | 7
O=C(O)CSc1ccnc2cc(Cl)ccc12 | 18 | 4 | -0.2 | 12 | 0.3 | 3 | 8 | 6 | -6 | 2 | 0
CCOc1ccc(C(=O)NCc2ccco2)cc1OC | -4 | / | 0.0 | -8 | 0.8 | 11 | -4 | 2 | -4 | -1 | 2
CC(C)CCNC(=O)CN(Cc1ccccc1)C(=O)CCC(=O)Nc1nccs1 | 5 | 3 | 0.0 | 19 | -0.8 | 9 | -3 | -15 | -7 | -5 | -17
COC(=O)c1ccc(C(=O)N2CCCC(CNC(=O)c3ccccc3Cl)C2)cc1 (configuration not stated) | 19 | 2 | 0.2 | -5 | 1.5 | -14 | -10 | 2 | -5 | 3 | 3
CNc1sc(C(=O)c2ccccc2F)c(N)c1-c1nc2ccccc2s1 | -7 | -2 | 0.1 | 1 | 1.3 | -94 | -91 | -15 | -4 | -8 | -4
COc1c(OC)c(O)c2c(=O)cc(-c3c(O)cccc3O)oc2c1OC | -37 | 4 | -0.3 | 1 | 1.5 | -108 | -61 | -33 | / | -6 | /
CC(C)OC(=O)/C(=C/c1cccnc1)NC(=O)c1ccccc1 | 15 | 0 | 0.0 | 1 | -1.0 | 11 | 1 | 4 | -2 | -1 | 0
O=C1ON=C(c2ccccc2)/C1=C/c1ccc(O)c(O)c1 | -51 | -2 | -0.2 | -17 | -0.4 | 41* | 20 | 17 | -4 | -7 | -2
CC(C)CCn1cnc2c1c(=O)n(C)c(=O)n2C | -30 | -1 | -0.2 | -2 | -0.6 | 10 | 8 | -5 | -6 | -4 | 4
CC(=O)N(C)c1ccc(NC(=S)Nc2ccc(C(C)C)cc2)cc1 | 0 | -1 | 0.9 | 5 | -1.6 | -41 | -26 | -4 | 2 | -4 | -2
COc1cccc(NC(=O)COc2ccc(C(=O)N3CCN(C)CC3)cc2)c1 | -5 | 4 | 0.0 | -12 | 0.1 | -12 | -10 | -6 | -3 | -2 | -20
O=C(CCn1cccc1)Nc1ccccc1F | -33 | 2 | -0.3 | 0 | 4.0 | -14 | -16 | -13 | -5 | 1 | 8
COC(=O)Nc1sc(C(=O)N(C)C)c(C)c1C(=O)OC | -8 | -1 | -0.1 | -5 | -2.9 | 4 | 16 | 10 | -5 | -1 | -4

An excerpt from above, reduced to PDI inh.
structure	PDI inh
CC(C)CCNC(=O)CN(Cc1ccccc1)C(=O)CCC(=O)Nc1nccs1	-17
CC(=O)N(C)c1ccc(NC(=S)Nc2ccc(C(C)C)cc2)cc1	-2

Screening data as filed in PubChem.
